Assay outcomes from PubChem.
SENP6 block = blocks the human protease SENP6; Q9GZR1; actives 1.8% (n = 330,000); Recombinant SENP6 catalytic domain, aminoluciferin luminescence; inhibition, % at 10 µM;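 active = inhibition above about 50% at the single tested dose, limit read from the data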;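 note: plate controls were DMSO wells with enzyme for no effect and DMSO wells lacking enzyme for full effect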
MPTP inh = inhibitors of mitochondrial permeability transition pore | isolated mouse mitochondria, Ca2+ swelling absorbance, 30 min | inhibition, % at 10 µM | actives 1.4% (n = 360,000);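 active = inhibition of 50% or more, scaled per plate between neutral and stimulator controls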;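 note: 0% = DMSO wells given calcium and 100% = 1 mM EGTA wells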
GRIN3A LBD mod = modulates the human NR3A ligand-binding domain; AID 1259313; actives 2.5% (n = 340,000); NR3A LBD differential scanning fluorimetry, Tm shift; 0% = protein alone, 100% = glycine-bound protein; Tm shift relative to glycine control, % at 25 µM;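 active = melting temperature shift of at least 10% of the positive control shift, at one fixed dose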
SENP8 inh = inhibitors of human SENP8 protease. Q96LD8. recombinant SENP8, Nedd8 substrate fluorescence. inhibition, % at 20 µM. actives 0.64% (n = 360,000). AID 602440; in the data active = inhibition mostly above about 40%, no sharp cut-off; inactive = mostly below about 27%
Target sequence (Q96LD8 whole entry, looked up): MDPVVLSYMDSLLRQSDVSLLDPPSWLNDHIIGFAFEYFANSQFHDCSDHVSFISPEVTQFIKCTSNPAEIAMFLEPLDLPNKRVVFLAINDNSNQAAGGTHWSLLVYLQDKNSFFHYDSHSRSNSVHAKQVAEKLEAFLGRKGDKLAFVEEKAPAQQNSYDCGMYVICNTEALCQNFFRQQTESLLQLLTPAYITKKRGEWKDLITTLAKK
PfG6PD inh = PfG6PD (Plasmodium falciparum) enzyme inhibition. PfGluPho enzyme, NADPH resazurin-diaphorase fluorescence. inhibition, % at 20 µM. actives 0.78% (n = 350,000). AID 504690;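 active = inhibition reaching at least a set limit at 20 µM in the primary screen, cut at about 59% in these data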;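 note: 0% = DMSO wells with substrate and 100% = DMSO wells lacking glucose-6-phosphate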
HKDC1 inhibitor = HKDC1 (human) hexokinase inhibition | Q2TB90 | actives 0.16% (n = 340,000) | recombinant HKDC1, G6PDH/diaphorase resazurin coupled fluorescence | AID 493160 | inhibition, % at 20 µM;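 active = inhibition above about 35% when tested at 20 µM, limit read from the data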;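 note: plate controls were DMSO wells with enzyme for no effect and DMSO wells lacking enzyme for full effect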
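Material: recombinant HKDC1 hexokinase; Amount: HKDC1 at 5 µg/mL; Medium: Tris pH 8.0 buffer with MgCl2, Tween-20, BSA, BME; Schedule: 90 min reaction incubation at room temperature, dark; Technique: coupled resazurin fluorescence, excitation 525 nm, emission 613 nm.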
SENP7 block = SENP7 protease inhibition. Q9BQF6. recombinant SENP7, Z-RLRGG-aminoluciferin luminescence, 40 min. inhibition, % at 5 µM. actives 1.5% (n = 330,000). AID 434973;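 active = inhibition above about 50% at the single test dose, limit read from the data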;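 note: plate controls were DMSO with enzyme for no effect and no enzyme buffer wells for full effect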
Target sequence (Q9BQF6 706-1050 limits assumed): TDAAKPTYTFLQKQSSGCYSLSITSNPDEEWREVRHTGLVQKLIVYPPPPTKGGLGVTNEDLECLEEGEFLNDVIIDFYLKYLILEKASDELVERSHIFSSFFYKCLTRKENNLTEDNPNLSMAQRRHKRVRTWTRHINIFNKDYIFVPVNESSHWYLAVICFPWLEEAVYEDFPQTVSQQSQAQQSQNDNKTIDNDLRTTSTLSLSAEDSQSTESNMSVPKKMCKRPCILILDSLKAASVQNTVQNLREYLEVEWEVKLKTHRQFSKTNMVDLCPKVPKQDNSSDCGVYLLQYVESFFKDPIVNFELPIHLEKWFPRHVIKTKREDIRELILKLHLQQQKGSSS
ATG4B inhibitor = inhibitors of human ATG4B cysteine protease. Q9Y4P1. ATG4B cleavage of LC3-PLA2, NBD-HPC fluorescence, 1 h. inhibition, % at 8.33 µM. actives 0.51% (n = 340,000); in the data active = inhibition above about 40%
Target sequence (Q9Y4P1 whole entry, looked up): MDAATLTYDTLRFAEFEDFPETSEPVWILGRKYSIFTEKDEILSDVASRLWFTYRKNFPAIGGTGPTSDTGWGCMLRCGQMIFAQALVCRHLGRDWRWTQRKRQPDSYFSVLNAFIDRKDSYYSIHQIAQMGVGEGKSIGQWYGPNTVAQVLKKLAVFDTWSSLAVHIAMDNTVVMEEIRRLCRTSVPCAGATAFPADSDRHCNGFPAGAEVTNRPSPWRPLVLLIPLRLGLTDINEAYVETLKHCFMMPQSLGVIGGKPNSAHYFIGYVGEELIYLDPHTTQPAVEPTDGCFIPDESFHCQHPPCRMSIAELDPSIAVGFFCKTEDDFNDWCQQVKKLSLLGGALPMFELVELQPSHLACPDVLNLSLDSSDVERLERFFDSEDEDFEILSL
* marks the source's active call; other numbers are inactive results; · = not tested or not shown.

SMILES	SENP6 block	MPTP inh	GRIN3A LBD mod	SENP8 inh	PfG6PD inh	HKDC1 inhibitor	SENP7 block	ATG4B inhibitor
Cc1cccc2sc(NC(=O)CCNS(=O)(=O)c3cccs3)nc12	-1	5.6	-10	22	8	-1	6	-18
COc1ccccc1C(=O)Nc1ccc2c(c1)nc(CCNC(=O)c1ccccc1)n2C	-5	1.8	-2	-123	18	-2	-6	-14
COC(=O)NCCOC(=O)N(O)c1ccc(Br)cc1	-3	-0.2	2	14	5	-2	-11	5
O=C(Nc1ccc(F)cc1F)c1cccc(S(=O)(=O)N2CCCCC2)c1	-1	0.0	4	7	-11	1	-3	-5
CCCCNC(=O)N1CCCN(c2ccc(C#N)cn2)CC1	-18	-0.5	2	2	-8	4	-3	1
CCOc1ccc(NC(=O)COc2ccc(C(=O)NC(C)c3ccc(S(N)(=O)=O)cc3)cc2OC)cc1 (centres undefined)	1	-1.8	0	-4	-2	2	-3	-18
COC(=O)c1cc2occc2n1CC(=O)Nc1ccc(C)cc1C	7	0.9	-14	6	-4	-14	4	-11
COc1ccc(/C=C/c2c(-c3ccc(OC)cc3)sc3ccc(N4CCOCC4)cc23)cc1	-4	1.0	0	-487	5	-1	5	4
CCC(CO)Oc1cc(NCc2ccc(C(=O)O)cc2)c2ncn(C(C)C)c2c1 (centres undefined)	-5	-1.3	1	14	-2	5	3	-10
CCOC(=O)C1(CCCc2ccccc2)CCN(C(=O)C2CCCO2)CC1 (centres undefined)	-31	-0.7	0	17	-5	-3	-7	-4
O=C(Cc1csc(N2CCOCC2)n1)N/N=C/c1ccc(O)c(O)c1O	·	-1.7	-4	59*	72*	22	·	-6
COc1ccc(NC(=O)c2ccc(CNc3c(N4CCCC4)c(=O)c3=O)cc2)cc1Cl	-2	0.6	-1	34	2	-9	4	-8
Cc1cccc(-c2nnc(SCC(=O)NC3CCCC3)o2)c1	-8	-2.3	0	17	-14	5	8	0
CCCn1c2c(c(O)c(C(=O)NCc3ccccc3)c1=O)CCCC2	6	0.6	2	-14	-1	-1	18	3
CCCC/C=C1\CCc2c([nH]c3ccccc23)C1=O	-9	2.2	0	-229	8	3	2	4
CCN(CC)S(=O)(=O)c1ccc(N2CCN(C)CC2)c(NC(=O)Nc2ccc(C)cc2)c1	-37	0.2	-16	9	5	0	-7	-8
CC(C)NC(=O)c1ccc(COCC(F)(F)F)cc1	-18	-1.6	1	8	-2	-3	8	-1
Cc1c(NC(=O)CSc2ccccn2)c(=O)n(-c2ccccc2)n1C	-6	-0.9	3	16	-9	-6	5	-1
NC(=O)CN1C(=O)C2CCCCN2C(=O)c2ccccc21 (centres undefined)	-15	-0.3	-1	-8	-11	-1	-3	-4
CC12C(=O)N(c3ccccc3)C(=O)C1C(c1ccccc1)N1CCCN12 (centres undefined)	-3	0.0	3	16	2	-5	-4	-5
Cc1ccccc1NC(=O)Cc1nc(COC(=O)c2cc(Br)ccc2O)cs1	-10	-1.6	-11	-62	-2	-6	-8	-2
CCn1c(C)c(C)c2cc(C(=O)NC3CCCCCC3)ccc21	-4	0.3	1	-50	10	2	-2	-3
COc1ccc(CCNC(=O)CC2SC(=NCCc3ccccc3)NC2=O)cc1 (centres undefined)	-13	-1.6	-6	5	-11	-6	1	-4
CSCCC1NC(=O)N(CC(=O)Nc2ccc(N3CCCCC3)cc2)C1=O (centres undefined)	-16	2.8	-3	13	16	-4	-3	-10
CC(=O)c1ccc(N2CCN(C(=O)c3ccc(S(=O)(=O)NCc4ccco4)cc3)CC2)cc1	3	0.3	-10	-111	0	6	-9	-7
CCc1ccc2c(Cl)c(C(=O)N/N=C/c3c[nH]c4ccccc34)sc2c1	0	5.0	24*	-236	19	-8	-2	4
CC(C)(C)C(=O)NC1CCN(S(C)(=O)=O)CC1	-24	-1.0	4	18	-16	-8	-2	4
CC(C)Oc1ccc(Br)cc1/C=N\NC(N)=S	-15	1.2	1	16	38	-3	-7	1
O=C(CNC(=O)C12CC3CC(CC(C3)C1)C2)N1CCN(S(=O)(=O)/C=C/c2ccccc2)CC1	-2	1.0	-1	-3	3	-5	1	-4
COc1ccc(CNC(=O)CCC(=O)n2ncc3cc(C)ccc32)cc1	-12	-0.3	1	7	1	1	-1	-18
CCOC(=O)C1NN=C(C(=O)c2ccccc2)C1c1ccc(Cl)cc1 (centres undefined)	-12	2.3	-3	1	1	-4	-2	16
CNC(=S)N/N=C/c1ccccc1Cl	-6	1.6	-7	5	8	-4	-4	-5
O=C(CN1CCCCCC1)Nc1cccc([N+](=O)[O-])c1	-1	0.5	-1	31	3	-12	6	-5
COCC(C)NC(=O)C(C)Oc1ccccc1 (centres undefined)	8	-1.0	0	0	-9	-12	3	4
COC(=O)C1=C(C)N(Cc2ccccc2)C(=S)N[C@H]1c1ccc(Br)cc1	-11	0.6	-19	10	-17	6	5	-4
CN1C(=O)N(C)C(c2ccccc2Cl)C2=C1CC(C)(C)CC2=O (centres undefined)	6	1.0	-2	1	-8	-4	0	-5
O=Nc1c2nc3ccccc3n(O)c-2c2ccccc12	50*	0.4	·	-53	·	·	28	·
CCC(Sc1nnnn1-c1ccccc1)C(=O)Nc1nc2ccccc2s1 (centres undefined)	7	-17	1	23	-2	9	3	-10
Cc1cnccc1CN(C)C(=O)CC1C(=O)NCCN1CC1CCCCC1 (centres undefined)	2	-1.5	-1	-42	-14	3	-2	1
CCn1c(Cc2ccccc2)nnc1SCC(=O)Nc1ccccc1O	-12	-0.2	1	13	-12	-4	-5	-1

Entries of single compounds from above:
`COc1ccc(CNC(=O)CCC(=O)n2ncc3cc(C)ccc32)cc1` is entered as SENP6 block = -12; MPTP inh = -0.3; GRIN3A LBD mod = 1; SENP8 inh = 7; PfG6PD inh = 1; HKDC1 inhibitor = 1; SENP7 block = -1; ATG4B inhibitor = -18
`CCn1c(Cc2ccccc2)nnc1SCC(=O)Nc1ccccc1O` is entered as SENP6 block = -12; MPTP inh = -0.2; GRIN3A LBD mod = 1; SENP8 inh = 13; PfG6PD inh = -12; HKDC1 inhibitor = -4; SENP7 block = -5; ATG4B inhibitor = -1
`Cc1cnccc1CN(C)C(=O)CC1C(=O)NCCN1CC1CCCCC1` (centres undefined) is entered as SENP6 block = 2; MPTP inh = -1.5; GRIN3A LBD mod = -1; SENP8 inh = -42; PfG6PD inh = -14; HKDC1 inhibitor = 3; SENP7 block = -2; ATG4B inhibitor = 1

Other structures:
SMILES	SENP6 block	MPTP inh	GRIN3A LBD mod	SENP8 inh	PfG6PD inh	HKDC1 inhibitor	SENP7 block	ATG4B inhibitor
COc1cccc(NS(=O)(=O)c2cc3c(cc2C)N(C)CCO3)c1	-2	-0.4	-5	-2	20	-3	-3	-13
NS(=O)(=O)c1ccc(CCNC(=O)C2CCN(c3ncnc4c3nc3n4CCCCC3)CC2)cc1	-17	-1.6	2	6	9	-3	14	-1
O=C(Nc1ccccc1)c1cnc[nH]1	-1	-2.1	2	20	6	-1	5	-4
C1CCN(Cc2nnnn2CC2CCCO2)CC1 (centres undefined)	8	0.6	-1	12	14	-5	6	-3
O=C(CNC(=O)c1ccc2c(c1)OCCO2)N/N=C/c1ccco1	0	0.6	-2	12	6	-2	-2	1
CN(C)CCCOC(=O)c1cc2ccccc2o1	-8	-2.2	-2	13	1	-4	2	-7
CC1(C)C(=O)Nc2ccccc2N1C(=O)CSc1ncccn1	-25	-3.0	-1	4	-7	-9	7	-1
COc1cc(NC(=O)CSc2nc(C)cs2)cc(OC)c1	-7	0.1	0	31	-6	-3	-10	0
CCn1c(SCC(=O)Nc2ccc(OC)c(OC)c2)nc2c(c1=O)SCC2	-5	-2.1	0	5	-2	-5	14	-5
O=C(Nc1ccc(F)cc1)C1CCN(c2ncnc3c2nc2n3CCCCC2)CC1	2	1.4	-1	12	-16	7	11	9
Cc1ccc(-n2ncc3c(NCc4ccccc4)ncnc32)cc1	-21	2.2	-1	-4	-11	-10	-4	-9
COc1ccc(NC(=O)CCCCCn2nnc3ccccc3c2=O)cc1OC	13	-0.2	3	10	-3	2	-6	-3
Cc1cc(C)cc(CN2CCC(Oc3ccc(C(=O)N4CCCC4)cc3)CC2)c1	-9	2.1	-1	14	-11	-1	5	20
CSc1nsc(SC)c1C(N)=O	1	0.5	-3	9	-11	-5	4	-3
O=C(Cc1cn2ccsc2n1)Nc1nc2c(s1)CN(Cc1ccccc1)CC2	5	-1.3	0	-54	-13	0	17	6
C[C@H](CO)N1C[C@H](C)[C@@H](CN(C)C(=O)Nc2ccc(C(F)(F)F)cc2)Oc2ccc(NS(=O)(=O)c3cn(C)cn3)cc2C1=O	2	1.0	-2	1	5	-5	-2	0
CCN(CC)S(=O)(=O)c1ccc(Cl)c(C(=O)N2CCc3ccccc32)c1	-3	6.7	0	3	2	2	-2	-8
CC12CCC(C(=O)N(CC(O)CN3CCCCCC3)C1=O)C2(C)C (centres undefined)	-8	1.6	3	7	-1	-2	2	-17
C[N+]1(CC(O)COCC2COc3ccccc3O2)CCOCC1 (centres undefined)	-11	-0.1	1	16	-2	3	-5	-3
CC(C)CC(C)N1CCC(n2nccc2NC(=O)CCc2ccccc2)CC1 (centres undefined)	14	0.5	3	7	-6	-8	-2	1
COC(=O)[C@@]1(Cc2ccc(OC)cc2)[C@H]2c3cc(C(=O)N4CCCC4)n(CCSCCO)c3C[C@H]2CN1C(=O)c1ccccc1	-12	·	-4	·	-11	-7	11	7
Cc1ccc2c(COC(=O)C34CC5CC(CC(C5)C3)C4)cc(=O)oc2c1	-6	0.3	-1	1	-13	16	-8	8
O=C(Nc1cc(Cl)cc(Cl)c1)N1CCN(C(=O)C2CCCO2)CC1 (centres undefined)	-14	1.8	1	1	-11	-6	-6	5
COc1ccc(NS(=O)(=O)c2cc(NC(=O)CNC(=O)c3cccc(OC)c3)ccc2C)cc1	-9	3.3	3	2	-2	10	5	-22
CCNC(=S)N/N=C/c1c(C)nn(-c2cccc(Cl)c2)c1Cl	-19	-0.2	7	10	-17	-6	1	-3
CC(=O)NC1(C(F)(F)F)C(=O)Nc2c1c(=O)[nH]c(=O)n2-c1ccccc1 (centres undefined)	-17	0.1	-1	26	-6	-5	4	-4
Cn1c(=O)c2ncn(CC(=O)NCCOCc3ccccc3Cl)c2n(C)c1=O	-4	-0.4	0	21	-5	-32	3	16
COc1ccc(C(C)C)cc1S(=O)(=O)n1ccnc1C	-3	-1.1	1	18	-3	-5	-2	-9
NCCC(=O)NC[C@H]1O[C@@H](n2cnc3c(N)ncnc32)[C@H](O)[C@@H]1O	·	-0.6	2	11	-3	1	3	-2
Cc1nn2c(-c3ccccc3)ccnc2c1Br	2	0.6	0	0	10	-5	-1	-3
CN(C)CCNC(=O)c1c(CSc2ccccc2)noc1C(=O)NCc1ccccc1	-15	0.5	2	11	14	2	-5	-13
O=C(Nc1nc2c(s1)CCCC2)c1cc(-c2ccccc2)nc2ccccc12	12	0.1	-1	10	-3	5	0	-8
COc1ccc(Cn2c(C)nc3oc4cc(OC)ccc4c(=O)c3c2=O)cc1	·	-1.1	-4	1	-7	2	·	15
O=C(Cn1nc(C(=O)O)c2ccccc2c1=O)NCC1CCCO1 (centres undefined)	-10	0.2	1	26	-19	-8	-6	-1
O=C(O)c1cc2ccccc2c(=O)s1	-12	0.9	-1	-2	2	2	-4	-3
CCCS(=O)(=O)NCCc1cc2c(C)ccc(C)c2[nH]c1=O	10	-1.1	-1	-50	-12	-4	2	-1
O=C(CN1C(=O)NC2(CCCc3ccccc32)C1=O)Nc1cc(F)ccc1F (centres undefined)	-8	1.7	0	-6	-15	3	-12	2
Cc1ccsc1/C=C1\Oc2cc(OCC(=O)c3ccccc3)ccc2C1=O	60*	1.7	0	-186	6	-7	49	-10
COc1ccc(S(=O)(=O)Cc2ccc(C(=O)N3CCN(C4CCCCC4)CC3)o2)cc1	-8	-0.2	-3	0	-7	-4	3	-9
COC(=O)CSc1nc(C)c(C(=O)Nc2ccccc2C)c(-c2ccc(Cl)cc2)c1C#N	4	2.6	-6	21	14	12	-1	-8
